# SENP8 block – SENP8 (human) protease inhibition. inhibition, % at 20 µM. 360,000 tested, 0.64% active. Q96LD8. recombinant SENP8, Nedd8 substrate fluorescence; in the data active = inhibition mostly above about 40%, no sharp cut-off; inactive = mostly below about 27%
# Target sequence (Q96LD8 whole entry, looked up): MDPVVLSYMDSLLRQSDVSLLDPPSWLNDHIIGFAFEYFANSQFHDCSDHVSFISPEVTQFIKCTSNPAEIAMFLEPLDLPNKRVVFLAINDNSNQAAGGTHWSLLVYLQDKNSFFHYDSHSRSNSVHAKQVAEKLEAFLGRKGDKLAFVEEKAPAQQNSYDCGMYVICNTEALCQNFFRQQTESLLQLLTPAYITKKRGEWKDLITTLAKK
# SENP7 block – blocks the human protease SENP7 | AID 434973 | Q9BQF6 | inhibition, % at 5 µM | 330,000 tested, 1.5% active | recombinant SENP7, Z-RLRGG-aminoluciferin luminescence, 40 min;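 active = inhibition above about 50% at the single test dose, limit read from the data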;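 also: plate controls were DMSO with enzyme for no effect and no enzyme buffer wells for full effect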
# ATG4B inh – inhibitors of human ATG4B cysteine protease; 340,000 tested, 0.51% active; AID 504462; inhibition, % at 8.33 µM; ATG4B cleavage of LC3-PLA2, NBD-HPC fluorescence, 1 h; in the data active = inhibition above about 40%
# Target sequence (Q9Y4P1 whole entry, looked up): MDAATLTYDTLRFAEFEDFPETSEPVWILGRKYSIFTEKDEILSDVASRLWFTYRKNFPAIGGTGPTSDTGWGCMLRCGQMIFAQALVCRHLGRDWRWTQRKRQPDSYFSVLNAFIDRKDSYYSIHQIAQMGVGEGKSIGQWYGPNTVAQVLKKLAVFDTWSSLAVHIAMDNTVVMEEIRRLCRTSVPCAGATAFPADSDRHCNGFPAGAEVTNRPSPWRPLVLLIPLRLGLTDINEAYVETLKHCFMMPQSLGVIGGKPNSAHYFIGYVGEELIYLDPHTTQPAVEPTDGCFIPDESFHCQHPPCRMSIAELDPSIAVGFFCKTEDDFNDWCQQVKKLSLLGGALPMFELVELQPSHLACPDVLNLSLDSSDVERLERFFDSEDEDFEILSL
# SENP6 block – blocks the human protease SENP6. inhibition, % at 10 µM. Recombinant SENP6 catalytic domain, aminoluciferin luminescence. Q9GZR1. 330,000 tested, 1.8% active;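 active = inhibition above about 50% at the single tested dose, limit read from the data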;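 also: plate controls were DMSO wells with enzyme for no effect and DMSO wells lacking enzyme for full effect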
# Target sequence (Q9GZR1 628-1112 limits assumed): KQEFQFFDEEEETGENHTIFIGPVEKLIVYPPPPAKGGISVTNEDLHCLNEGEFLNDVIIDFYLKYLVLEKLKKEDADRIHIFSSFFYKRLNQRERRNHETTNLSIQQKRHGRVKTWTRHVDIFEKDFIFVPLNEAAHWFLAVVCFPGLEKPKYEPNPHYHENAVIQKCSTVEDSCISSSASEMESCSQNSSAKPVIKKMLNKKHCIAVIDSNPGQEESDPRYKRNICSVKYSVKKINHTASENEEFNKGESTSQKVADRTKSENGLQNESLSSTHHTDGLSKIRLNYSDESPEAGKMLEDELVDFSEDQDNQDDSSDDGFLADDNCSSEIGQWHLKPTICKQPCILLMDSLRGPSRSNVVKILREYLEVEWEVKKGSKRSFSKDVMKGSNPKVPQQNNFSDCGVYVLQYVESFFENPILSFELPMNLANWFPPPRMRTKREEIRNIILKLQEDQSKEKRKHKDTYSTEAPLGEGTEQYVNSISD
# NR3A LBD binder – modulates the human NR3A ligand-binding domain; NR3A LBD differential scanning fluorimetry, Tm shift; 0% = protein alone, 100% = glycine-bound protein; Tm shift relative to glycine control, % at 25 µM; 340,000 tested, 2.5% active;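 active = melting temperature shift of at least 10% of the positive control shift, at one fixed dose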
# PfGluPho inh – PfG6PD (Plasmodium falciparum) enzyme inhibition | PfGluPho enzyme, NADPH resazurin-diaphorase fluorescence | inhibition, % at 20 µM | 350,000 tested, 0.78% active | AID 504690;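 active = inhibition reaching at least a set limit at 20 µM in the primary screen, cut at about 59% in these data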;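 also: 0% = DMSO wells with substrate and 100% = DMSO wells lacking glucose-6-phosphate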
# HKDC1 inh – blocks human hexokinase HKDC1 activity. Q2TB90. recombinant HKDC1, G6PDH/diaphorase resazurin coupled fluorescence. inhibition, % at 20 µM. 340,000 tested, 0.16% active. AID 493160;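 active = inhibition above about 35% when tested at 20 µM, limit read from the data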;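 also: plate controls were DMSO wells with enzyme for no effect and DMSO wells lacking enzyme for full effect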
#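 test system = in-house recombinant HK5 (HKDC1) enzyme | amount = HKDC1 at 5 µg/mL | control set = DMSO-enzyme wells negative, buffer-substituted wells positive | compound = one dose of 20 µM, 1% DMSO | schedule = reaction time 90 min, room temperature, protected from light | technique = resorufin fluorescence at 613 nm | reagent = glucose with 1 mM ATP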
# MPTP inh – blocks calcium-induced mitochondrial swelling | inhibition, % at 10 µM | AID 602449 | isolated mouse mitochondria, Ca2+ swelling absorbance, 30 min | 360,000 tested, 1.4% active;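 active = inhibition of 50% or more, scaled per plate between neutral and stimulator controls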;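 also: 0% = DMSO wells given calcium and 100% = 1 mM EGTA wells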
# The depositor's hits bear a star; i = inactive; / = no result given.
nr	smiles	SENP8 block	SENP7 block	ATG4B inh	SENP6 block
1	Cc1ccc(NC(=O)CCCc2c[nH]c3ccccc23)nc1	14	-8	-7	-14
2	O=C(O)c1ccc(-n2c(-c3ccccc3)n[nH]c2=S)cc1	7	0	-1	-28
3	CCN1CCN(C(=O)C(C)Nc2ccc(OC)cc2OC)CC1 (stereo not drawn)	32	5	5	20
4	COCCNC(=O)c1c[nH]c2ccc(S(=O)(=O)N3CCOCC3)cc2c1=O	-118	-3	-7	5
5	COc1ccc(Cl)cc1N(C(=O)Nc1cccc(Cl)c1)C1=NCC(C)S1 (stereo not drawn)	8	-5	-2	-10
6	Cc1ccc(C)c(OCC(=O)N2CCOCC2)c1	14	2	1	-20
7	O=C(CCNC(=O)c1ccc(Br)cc1)NCC1COc2ccccc2O1 (stereo not drawn)	11	2	5	-3
8	CCOc1ccc(-c2nc(N)ncc2-c2ccccc2)c(O)c1	21	2	13	-2
9	COC(=O)NCC(c1ccc2c(c1)OCO2)N1CCN(c2ccc(OC)cc2)CC1 (stereo not drawn)	11	0	2	7
10	CCOC(=O)c1c(C)[nH]c(C)c1C(=O)COC(=O)c1cccc(S(=O)(=O)NC)c1	23	-7	-6	2
11	C=C(C)Cn1c(CCCNC(=O)CCC)nc2ccccc21	13	1	0	-2
12	Oc1c(Cl)cc(Cl)cc1/C=N/NC(=S)NC1CC2C=CC1C2 (stereo not drawn)	-442	10	15	-45
13	CCCCOC(=O)c1ccc(NC(=O)CSC2=Nc3ccccc3C3CC=NN23)cc1 (stereo not drawn)	7	-6	-5	-6
14	CN(Cc1cccnc1)C(=O)Cc1ccc(NS(=O)(=O)c2cccc(C(F)(F)F)c2)cc1	7	-7	-8	-22
15	CC(=O)NC(Cc1ccccc1)C(=O)N1CCN(C(=S)NCC(C)C)CC1 (stereo not drawn)	11	3	-7	-7

nr	NR3A LBD binder	PfGluPho inh	HKDC1 inh	MPTP inh
1	0	4	-2	0.6
2	-1	25	-5	0.1
3	0	16	7	0.1
4	-4	-7	-3	-1.3
5	-3	4	-8	92*
6	1	10	-6	11
7	1	-5	1	1.6
8	0	14	0	0.8
9	0	-4	2	-1.3
10	0	4	3	-0.3
11	0	9	0	1.4
12	12*	-44	-18	89*
13	10	-2	1	22
14	-1	21	-2	0.3
15	0	-11	-2	-3.6

# (listing goes on)
nr	smiles	SENP8 block	SENP7 block	ATG4B inh	SENP6 block
16	CS(=O)(=O)N(CCc1ccccc1)CC(=O)NCc1ccc2c(c1)OCO2	24	0	-8	9
17	COc1ccc(N2CCN(CCC(=O)c3ccc4ccccc4c3)CC2)cc1	21	6	9	-28
18	O=C(O)CCSc1nc2ccccc2c(=O)[nH]1	38	0	-3	9
19	Cc1cc(C(=O)OCC(=O)N2CCOCC2)c2ccccc2n1	-21	3	0	-8
20	Cc1nc(NS(=O)(=O)c2ccccc2C)c2c3c(sc2n1)CCC3	/	1	-8	-24
21	CN1CCN(c2ccc(-c3cccc(NC(=O)COc4ccc(Cl)cc4Cl)c3)nn2)CC1	1	67*	-4	31
22	CNCc1c(OCc2ccc(F)cc2)ccc2ccccc12	15	1	1	2
23	Cc1ccc(C(=O)N2CCCCC2)cc1S(=O)(=O)N1CCOCC1	2	4	1	17
24	CN(c1ccccc1C(=O)Nc1cccc(Cl)c1Cl)S(C)(=O)=O	17	-5	-12	-14
25	COC(=O)c1ccc(C2/C(=C(/O)c3ccc(OC(C)C)cc3)C(=O)C(=O)N2c2cc(C)on2)cc1 (stereo not drawn)	-11	3	-16	9
26	CC(=O)c1c(C)[nH]c(C(=O)COC(=O)COc2ccccc2)c1C	5	-2	-7	13
27	COc1ccc(OC)c(NC(=O)c2ccc(NC3=NC4CS(=O)(=O)CC4S3)cc2)c1 (stereo not drawn)	17	2	-15	-6
28	O=C(NNC(=O)c1ccc(Cl)nc1)c1ccc(Br)cc1	-16	6	0	21
29	CCOC(=O)c1nc(C)sc1-c1ccnn1S(=O)(=O)c1ccc(C)cc1	0	-1	-8	6
30	COc1cc2cc(CCOC(=O)CCCC(=O)O)oc(=O)c2cc1OC	-21	-16	2	0

nr	NR3A LBD binder	PfGluPho inh	HKDC1 inh	MPTP inh
16	0	-10	-7	-1.8
17	-1	-6	10	0.2
18	-1	8	-4	-0.7
19	-1	-10	3	-0.4
20	-3	-42	-7	/
21	/	/	/	74*
22	0	10	-5	-0.1
23	1	-2	-7	-1.2
24	-2	14	-3	2.2
25	0	-19	0	-0.9
26	0	-7	-3	-1.5
27	0	2	7	-1.8
28	0	0	-7	-0.1
29	-3	0	-4	3.5
30	-1	-18	1	-1.3

# Looked up by compound from the list above:
nr	smiles	SENP8 block	SENP7 block	ATG4B inh	SENP6 block
16	CS(=O)(=O)N(CCc1ccccc1)CC(=O)NCc1ccc2c(c1)OCO2	24	0	-8	9
24	CN(c1ccccc1C(=O)Nc1cccc(Cl)c1Cl)S(C)(=O)=O	17	-5	-12	-14

nr	NR3A LBD binder	PfGluPho inh	HKDC1 inh	MPTP inh
16	0	-10	-7	-1.8
24	-2	14	-3	2.2

# In a second layout: results already given
nr | molecule | SENP8 block | SENP7 block | ATG4B inh | SENP6 block | NR3A LBD binder | PfGluPho inh | HKDC1 inh | MPTP inh
22 | CNCc1c(OCc2ccc(F)cc2)ccc2ccccc12 | 15 | 1 | 1 | 2 | 0 | 10 | -5 | -0.1
23 | Cc1ccc(C(=O)N2CCCCC2)cc1S(=O)(=O)N1CCOCC1 | 2 | 4 | 1 | 17 | 1 | -2 | -7 | -1.2
24 | CN(c1ccccc1C(=O)Nc1cccc(Cl)c1Cl)S(C)(=O)=O | 17 | -5 | -12 | -14 | -2 | 14 | -3 | 2.2
25 | COC(=O)c1ccc(C2/C(=C(/O)c3ccc(OC(C)C)cc3)C(=O)C(=O)N2c2cc(C)on2)cc1 (stereo not drawn) | -11 | 3 | -16 | 9 | 0 | -19 | 0 | -0.9
26 | CC(=O)c1c(C)[nH]c(C(=O)COC(=O)COc2ccccc2)c1C | 5 | -2 | -7 | 13 | 0 | -7 | -3 | -1.5
27 | COc1ccc(OC)c(NC(=O)c2ccc(NC3=NC4CS(=O)(=O)CC4S3)cc2)c1 (stereo not drawn) | 17 | 2 | -15 | -6 | 0 | 2 | 7 | -1.8
28 | O=C(NNC(=O)c1ccc(Cl)nc1)c1ccc(Br)cc1 | -16 | 6 | 0 | 21 | 0 | 0 | -7 | -0.1
29 | CCOC(=O)c1nc(C)sc1-c1ccnn1S(=O)(=O)c1ccc(C)cc1 | 0 | -1 | -8 | 6 | -3 | 0 | -4 | 3.5
30 | COc1cc2cc(CCOC(=O)CCCC(=O)O)oc(=O)c2cc1OC | -21 | -16 | 2 | 0 | -1 | -18 | 1 | -1.3

# Further results:
nr	smiles	SENP8 block	SENP7 block	ATG4B inh	SENP6 block
31	COc1ccccc1C(=O)Nc1nc(N)n(-c2ccccc2)n1	22	-10	-4	-20
32	CCCn1c2ccccc2c2nnc(SCCN3CCOCC3)nc21	15	-1	-8	13
33	CCCCCCOc1ccc(N2C(=O)CC(SC(=NCC)NCC)C2=O)cc1 (stereo not drawn)	-6	5	-4	-13
34	CC(=O)c1cccc(NC(=O)CN(c2ccccc2)S(C)(=O)=O)c1	14	5	6	-1
35	Cc1ccc(C2CCN(C(=S)NC(C)(C)C)C2)cc1 (stereo not drawn)	27	-12	-6	-16
36	CC1CN(C(=O)CSc2nc(N)cc(N)n2)CC(C)O1 (stereo not drawn)	-5	-1	3	-17
37	Cc1ccc(C(=O)NCC(=O)O)cc1S(=O)(=O)N1CCCCC1	27	2	-8	2
38	Cc1ccc(CNn2cnnc2SCc2ccc(F)cc2)cc1	14	3	-7	12
39	CCCC(=O)NC(c1ccc(N(C)C)cc1)c1c(O)ccc2ccccc12 (stereo not drawn)	-28	1	-5	1
40	CC1CCN(C(=O)c2[nH]cnc2C(=O)N[C@@H](C)C(=O)OC(C)(C)C)CC1	16	0	-6	2
41	CSc1ccccc1NC(=O)c1ccc(N2CC3CC(C2)c2cccc(=O)n2C3)c(NC(=O)c2cccnc2)c1 (stereo not drawn)	7	-4	4	3
42	CCCSC1=N/C(=C\C=C\c2ccco2)C(=O)S1	18	-2	4	-19
43	COc1ccc(/C=N/NC(=O)c2cccc(OC(F)(F)C(F)F)c2)cc1O	-37	-16	-5	-19
44	O=C(CSCCc1ccccn1)Nc1ccc(Br)cn1	6	-10	-2	-1
45	CC(=O)Nc1ccc(S[C@@H](CCN2CC[C@H](O)CCC2=O)c2ccccc2)cc1	9	-9	-3	-17

nr	NR3A LBD binder	PfGluPho inh	HKDC1 inh	MPTP inh
31	0	18	-2	1.6
32	-1	10	3	-0.9
33	0	21	-15	6.1
34	10	-12	3	2.0
35	-1	3	1	2.5
36	-2	-11	-5	0.6
37	4	7	2	-0.3
38	0	2	-9	4.9
39	7	20	2	2.3
40	2	5	-4	0.1
41	-1	20	-4	-0.7
42	1	25	4	-1.6
43	-14	-7	8	-0.2
44	0	-1	12	-0.3
45	1	4	0	-0.1

# Next compounds:
nr	smiles	SENP8 block	SENP7 block	ATG4B inh	SENP6 block
46	CN1C(=O)/C(=C/C=C2\SCCN2C)OC1=S	44*	-18	-3	-21
47	CCCN1C2CCCC1CC(NC(=O)c1ccccc1OCC)C2 (stereo not drawn)	31	-7	6	-3
48	COc1ccc(-c2noc(CCCC(=O)NC3CCCCC3)n2)cc1	7	0	2	2
49	CC1(C)CC(=O)C2=C(C1)c1c(ccc3ccccc13)NC2c1ccc(Br)o1 (stereo not drawn)	i	4	-8	-16
50	Cc1ccc2nc(SCC(=O)Nc3cc(C)on3)c(C)cc2c1	-5	-11	-7	-19
51	CCN(CC(=O)Nc1ccc(NC(C)=O)cc1)C(=O)c1ccccc1SCc1c(C)noc1C	8	-12	-3	-6
52	O=Cc1c(NCc2ccco2)nc2ccccn2c1=O	-48	-3	-3	-8
53	CCn1c(CSc2ncn[nH]2)nc2cc(C(=O)O)ccc21	11	1	-8	4
54	O=C(CCOc1ccccc1)Nc1ccnn1C1CCN(C(=O)CCC(F)(F)F)CC1	8	5	1	16
55	O=C1C=C(c2cccc(O)c2)C[C@@H](c2ccc(F)cc2)C1	32	-5	-9	2
56	C/C(=N\NC(=O)CNc1cccc(Cl)c1C)C1CC1	2	-2	7	-29
57	CCOC(=O)C1(CC2CC2)CCN(S(=O)(=O)/C=C/c2ccccc2)CC1	4	-6	17	-26
58	COc1ccc(NC(=O)c2cc(CC(C)C)on2)cc1OC	13	-3	-6	13
59	C/C(=N/Nc1ccc(C(=O)O)cc1)c1ccc2c(c1)Nc1ccccc1S2	-492	/	29	/
60	COCCNC(=S)N(CCc1c(C)[nH]c2ccc(OC)cc12)Cc1cccnc1	3	5	-6	-12

nr	NR3A LBD binder	PfGluPho inh	HKDC1 inh	MPTP inh
46	1	-5	-1	-0.4
47	-1	-7	-3	-1.3
48	-3	1	-1	-0.3
49	2	14	7	-0.3
50	-2	3	-8	2.0
51	4	2	-2	0.3
52	-2	-7	-2	0.2
53	2	8	-1	-1.1
54	0	9	-5	-0.3
55	-7	13	-2	1.0
56	-1	-16	-9	1.3
57	1	-15	5	0.8
58	-2	-13	-5	-2.1
59	7	18	4	0.1
60	-6	-6	1	0.5

# Carrying on.
nr	smiles	SENP8 block	SENP7 block	ATG4B inh	SENP6 block
61	COC(=O)c1ccc(C)c(NS(=O)(=O)c2ccc(OC)c(OC)c2)c1	28	-4	1	-13
62	CN1C(=O)N(C)C2(CC1(C)C)CC(C)(C)N(C)C(=O)N2C	12	-4	-7	0
63	Cc1noc(NC(=O)c2cccc(Cl)c2Cl)c1C#N	5	3	-4	2
64	CC[C@]12c3[nH]c4ccccc4c3CCN1C(=O)C(CC(=O)NCc1ccc(OC)c(OC)c1)C[C@@H]2C(=O)N1CCN(C(=O)C2CC2)CC1 (stereo partly drawn)	17	6	-1	19
65	CC1SC(c2ccc(Cl)cc2Cl)NC1=O (stereo not drawn)	11	1	0	5
66	CCc1nc2ccccc2c(C(=O)OCC(=O)N(CC(C)C)c2c(N)n(Cc3ccccc3)c(=O)[nH]c2=O)c1C	1	-2	-23	5

nr	NR3A LBD binder	PfGluPho inh	HKDC1 inh	MPTP inh
61	1	-13	-2	0.7
62	3	-2	-3	-1.3
63	0	-9	-6	0.2
64	-2	-7	5	-1.7
65	-4	-20	-1	2.1
66	-4	4	-2	-1.1

# Source: PubChem BioAssay (Sanford-Burnham Center for Chemical Genomics)
